Source: PubChem BioAssay
Nrf2 ARE act – qHTS of Nrf2 Activators | AREc32 ARE-luciferase reporter (MCF7-derived line), luminescence, 24 h | 410,000 tested, 0.31% active | Potency, µM (top dose mostly 46.1 µM), inactives show at the top dose activation, most hits filed as activators; further: potency means the concentration at half of the fitted maximal effect; % of control where 0% means no effect; nearly all actives have a fitted effect of over 65% in size
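AREc32 cells carrying an ARE-driven firefly luciferase, 1000 cells/well in OPTI-MEM with 5% FBS, dosed after overnight attachment and incubated 24 hr at 37 deg C. Steady-Glo luminescence read after 30 min at RT.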
Mm-Cpn inhibitor – Inhibitors of TCP-1 ring complex (TRiC) of Methanococcus maripaludis (MmCpn): qHTS; Chaperonin Mm-Cpn (Methanococcus maripaludis); purified Mm-Cpn ATPase, ADP Transcreener TR-FRET; Potency, µM (top dose mostly 76.9 µM), for inactives: at the top dose activity, negative = inhibition, actives largely listed as inhibitors; 330,000 tested, 0.031% active; AID 504842, 2011; further: potency means the concentration at half of the fitted maximal effect; on the % scale 0 is the no-effect control and ±100 the full control effect; nearly all actives have a fitted effect of over 80% in size
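Purified archaeal chaperonin (25 nM final) was preincubated with compound for 10 min at 37°C, then ATP (10 uM final) was added for 30 min at 37°C in Tris pH 7.4/KCl/MgCl2/DTT buffer. ADP was quantified by HTRF Transcreener TR-FRET.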
A549 viability – Nrf2 qHTS screen for inhibitors: counterscreen for cytotoxicity. A549 ARE-Fluc cells, CellTiter-Fluor viability, 18-24 h. Potency, µM (titrated, usually from 46 µM), without a hit: at the top dose activity change, negative = cytotoxicity, actives largely listed as inhibitors. 390,000 tested, 0.16% active. AID 504648, 2011; further: potency means the concentration at half of the fitted maximal effect; on the % scale 0 is the no-effect control and ±100 the full control effect
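Cytotoxicity counterscreen: CellTiter-Fluor fluorescence was measured in A549 ARE_Fluc cells after 18-24 h of compound exposure in a concentration series. The subsequent BugLite luminescent read reports ARE-luciferase activity.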
TGFb SMAD3 inh – qHTS for Inhibitors of TGF-b; HepG2 CAGA-GFP TGF-b/SMAD3 reporter, GFP fluorescence, 18 h; TGF-beta stimulated, 500 pg/mL final; 410,000 tested, 1.2% active; Potency, µM (series often up to 46.1 µM), inactives show at the highest dose activity, negative = inhibition, hits mostly inhibitors; further: potency means the concentration at half of the fitted maximal effect; on the % scale 0 is the no-effect control and ±100 the full control effect; nearly all actives have a fitted effect of over 65% in size
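HEPG2 CAGA-GFP cells (1000/well, DMEM with 1% FBS) were pre-incubated 2 h at 37 degrees C, given compound by pin tool, then stimulated with TGF-beta at 500 pg/mL final for 18 h before per-cell GFP fluorescence imaging.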
S2 tox – Viability Counterscreen for Primary qHTS for Inhibitors of ATXN expression; Potency, µM (series often up to 56.7 µM), most hits filed as cytotoxic; S2 cells (HEK-293 line with an ATXN2-luciferase reporter) viability, CellTiter-Fluor protease fluorescence, 24 h; 400,000 tested, 0.49% active; AID 651635, 2014; further: potency means the concentration at half of the fitted maximal effect; nearly all actives have a fitted effect of over 40% in size
Akt phos inh – HTS Assay for Inhibitors of Akt Phophorylation: Primary Screen | Neuro2A IGF-stimulated pAkt S473 HTRF, 20 min; stronger effect = lower value | activity change, % for hits at 50 µM | 360,000 tested, 0.32% active | AID 651550, 2012; in the data active means activity change below about -80%; inconclusive means mostly about -51% to -80%; further: on the % scale 0 is the no-effect control and ±100 the full control effect
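Neuro2A cells (4,500/well, DMEM with 0.5% FBS) were treated with compound at a single 50 µM final concentration, stimulated with 6 nM IGF for 20 min at 37 °C, and lysed. Phospho-Akt Ser473 was read by HTRF as 665/615 ratio ×10^4.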
Nrf2 block – Nrf2 qHTS screen for inhibitors | A549 ARE-Fluc reporter, luciferase luminescence, 18-24 h | Potency, µM (series often up to 46 µM), for inactives: top-dose activity change, negative = inhibition, hits mostly inhibitors | 360,000 tested, 2.1% active; further: potency means the concentration at half of the fitted maximal effect; on the % scale 0 is the no-effect control and ±100 the full control effect; nearly all actives have a fitted effect of over 60% in size
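Nrf2 function is reported as luminescence of an ARE-controlled luciferase in A549 cells. Compounds were tested at several concentrations, and a CellTiter-Fluor read on the same wells flagged cytotoxicity.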
CCT modulator – High-Throughput Screening for Modulators of Cytosolic Chaperonin Activity. AID 651819, 2012. 360,000 tested, 0.3% active. activity change, % (concentration not given with the values), hits read low. purified chaperonin ATPase assay, HTRF ADP detection, 30 min; in the data active means activity change below about -30%; further: on the % scale 0 is the no-effect control and ±100 the full control effect
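We incubate TRiC, 40 or 20 nM final, with library compounds at 76 uM and 10 uM ATP for 30 min at 37 °C. ADP formed is detected with Transcreener HTRF reagents after 30 min at room temperature.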
HepG2 viability – qHTS for Inhibitors of TGF-b: Cytotox Counterscreen. AID 588856, 2011. 410,000 tested, 0.76% active. Potency, µM (series often up to 46.1 µM), without a hit: at the top dose activity change, negative = cytotoxicity, hits mostly cytotoxic. HepG2 CAGA-GFP viability, ATP luminescence, 18 h; further: potency means the concentration at half of the fitted maximal effect; some results filed as inactive show a strong effect at the top dose
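CellTiter-Glo luminescence gave cytotoxicity after 18 hours at 37 degrees C. The cells were HepG2 CAGA-GFP in 1% FBS DMEM, stimulated with 500 pg/mL TGF-beta after compound addition. %Activity was normalised to no-cell wells (complete cell-killing) and DMSO (no toxicity), and curves were fitted and classified.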
Active calls of the source: *; i = inactive; ? = inconclusive; · = no result given; [ ] = dose if it differs, or a comment. Unless noted, the call rests on the fitted dose curve; in most records, active means well fitted curve in the direction sought with a large enough effect; inconclusive means small, poorly fitted or top-dose-only effect, or another doubt; inactive means no such curve, though single readings can be large; an effect the other way counts as inactive or inconclusive. Hits appear at their usual frequency; 4.4% or so of the library scored in one or more.

1: COC(=O)c1sc(NC(=S)NC(=O)c2cccc(C)c2)nc1C
2: Cc1ccc(C(=O)COC(=O)CNC(=O)c2cccs2)cc1C
3: Cc1ccc(Cl)cc1NC(=O)Cn1c(=O)n(Cc2ccccc2)c(=O)c2oc3ccccc3c21
4: CCn1c(SCC(=O)NNC(=O)c2ccc(OC)cc2)nnc1C1CC1
5: O=C(NCCc1ccccc1)/C(=C\c1ccc([N+](=O)[O-])cc1)NC(=O)c1ccco1

compound no.	1	2	3	4	5
Nrf2 ARE act	6.2%	-0.2%	0.0%	-0.5%	-0.2%
Mm-Cpn inhibitor	-2%	2%	·	2%	-1%
A549 viability	-2%	2%	6%	1%	-12%
TGFb SMAD3 inh	4%	6%	-12%	0%	-14%
S2 tox	i	i	i	i	i
Akt phos inh	i	i	·	i	i
Nrf2 block	28%	?	23%	-5%	5%
CCT modulator	-0.2	-2.1	·	-1.8	0.2
HepG2 viability	-2%	4%	2%	-4%	7%

6: O=C(CSc1nnc(-c2ccccn2)o1)Nc1cccc(Cl)c1
7: O=C1OCCN/C1=C\C(=O)c1ccc(Cl)cc1
8: COc1ccccc1C(CNC(=O)c1ccc(OCc2c(C)noc2C)cc1)N1CCCC1 (centres undefined)
9: Cc1cc(C)c(NC(=S)NCC2CCN(C(C)c3ccccc3)C2)c(C)c1 (centres undefined)
10: CC(=O)N1CCc2c(sc(NC(=O)CCS(=O)(=O)c3ccc(C)cc3)c2C(N)=O)C1

compound no.	6	7	8	9	10
Nrf2 ARE act	2.1%	-0.7%	7.2%	-0.4%	24%
Mm-Cpn inhibitor	0%	1%	1%	1%	1%
A549 viability	-4%	-9%	1%	1%	-3%
TGFb SMAD3 inh	-9%	-15%	-15%	-20%	-14%
S2 tox	i	·	i	i	i
Akt phos inh	i	i	i	i	i
Nrf2 block	?	5%	-5%	-2%	-3%
CCT modulator	0.1	-1.6	-2.2	0.9	2.1
HepG2 viability	5%	-22%	-45%	1%	4%

From no. 6 to 7, copied from above:
6: O=C(CSc1nnc(-c2ccccn2)o1)Nc1cccc(Cl)c1
7: O=C1OCCN/C1=C\C(=O)c1ccc(Cl)cc1

compound no.	6	7
Nrf2 ARE act	2.1%	-0.7%
Mm-Cpn inhibitor	0%	1%
A549 viability	-4%	-9%
TGFb SMAD3 inh	-9%	-15%
S2 tox	i	·
Akt phos inh	i	i
Nrf2 block	?	5%
CCT modulator	0.1	-1.6
HepG2 viability	5%	-22%

Following part.
11: CC(=O)Nc1ccc(NC(=O)COC(=O)COc2ccc3ccccc3c2)cc1
12: Cc1cc(=O)[nH]c2nnc(SCc3ccc(Cl)cc3Cl)n12
13: CN(Cc1ccccc1)C(=O)COC(=O)c1cc(-c2ccc(Cl)s2)nc2ccccc12
14: CCOC(=O)[C@]12CCCC=C1N(Cc1ccco1)C(=O)[C@H](CC(=O)NCCCOC)C2
15: Cc1ccc2[nH]c3c(c2c1)CC/C(=C/c1ccccc1)C3=O

compound no.	11	12	13	14	15
Nrf2 ARE act	-1.0%	-0.6%	5.8%	0.1%	4.8%
Mm-Cpn inhibitor	-4%	·	-19%	·	0%
A549 viability	-1%	-16%	2%	·	-4%
TGFb SMAD3 inh	8%	-16%	-1%	·	6%
S2 tox	i	·	i	i	i
Akt phos inh	i	·	i	i	i
Nrf2 block	?	·	1%	·	25%
CCT modulator	-0.8	·	-2.2	-0.4	-0.3
HepG2 viability	6%	-25%	-15%	·	-20%

16: CCN(CC)c1ccc(NC(=O)CCS(=O)(=O)c2ccc3c(c2)oc(=O)n3C)c(C)c1
17: O=C(c1cc(C2CCCCN2C(=O)CCCc2ccccc2)on1)N1CCOCC1 (centres undefined)
18: COC(=O)CC1C(=O)NCCN1C(=O)c1cc([N+](=O)[O-])ccc1Cl (centres undefined)
19: COc1cc(NC(=O)c2oc3c(c2C)-c2nn(Cc4cccc(Cl)c4)cc2CC3)cc(OC)c1
20: O=c1c2cc(NC(=S)NCc3ccccn3)ccc2nc2n1CCCCC2

compound no.	16	17	18	19	20
Nrf2 ARE act	0.1%	-0.7%	-0.4%	6.4%	3.2%
Mm-Cpn inhibitor	·	·	1%	·	-1%
A549 viability	-3%	·	0%	4%	11%
TGFb SMAD3 inh	-26%	-7%	12%	0%	-1%
S2 tox	i	i	i	·	i
Akt phos inh	·	i	i	·	i
Nrf2 block	-2%	·	-2%	?	-9%
CCT modulator	·	-1.8	-0.6	·	0.0
HepG2 viability	1%	-7%	-23%	-20%	-6%

21: COc1ccc2[nH]c3c(c2c1)CCN1C(=O)N([C@@H](C)C(=O)NC2CCCC2)C(=O)[C@]31C
22: O=C(NC1CCCCC1)c1n[nH]c2c1CCCCC2
23: COc1cccc(N2CCN(c3ncnc4c3nc3n4CCCCC3)CC2)c1
24: O=C(CCC1CCCCC1)Nc1ccccc1O
25: O=C(COC(=O)c1ccc2ccccc2n1)Nc1ccccc1Br

compound no.	21	22	23	24	25
Nrf2 ARE act	0.2%	-2.4%	-2.3%	?	-0.1%
Mm-Cpn inhibitor	-1%	0%	·	0%	-1%
A549 viability	0%	3%	-28%	-13%	1%
TGFb SMAD3 inh	-3%	16%	?	-20%	-6%
S2 tox	i	i	i	i	i
Akt phos inh	i	i	·	i	i
Nrf2 block	-8%	?	?	1%	1%
CCT modulator	2.5	0.1	·	-2.6	1.5
HepG2 viability	0%	-49%	-32%	-19%	6%

26: O=C(Nc1ccc(Br)cc1)NC1CCCCCCC1
27: COc1ccc(NS(=O)(=O)c2cccc(C(=O)N/N=C(\C)c3ccc(-n4ccnc4)cc3)c2)cc1
28: COc1ccc(CCc2ccc3ccccc3n2)cc1
29: CC1=NN(C(C#N)c2ccc(F)cc2)C(c2ccccc2)C1 (centres undefined)
30: C(=N\c1nc2ccccc2n1CCN1CCCCC1)/c1ccc2c(c1)OCO2

compound no.	26	27	28	29	30
Nrf2 ARE act	0.0%	0.0%	8.0%	-0.8%	-0.4%
Mm-Cpn inhibitor	2%	3%	·	3%	1%
A549 viability	-18%	-7%	-1%	4%	-20%
TGFb SMAD3 inh	?	-6%	-4%	2%	-3%
S2 tox	i	i	i	i	i
Akt phos inh	i	i	i	i	i
Nrf2 block	?	15%	?	9%	-4%
CCT modulator	0.5	0.7	0.0	2.8	-11
HepG2 viability	-1%	7%	-25%	20%	-14%

31: O=C1NC(=O)/C(=C\c2ccc(Br)o2)S1
32: CCOC(=O)c1cc2c(=O)n3ccccc3nc2n(CCCOC)c1=NC(=O)c1ccncc1
33: COc1ccc(-c2cc(-c3ccc(OC)cc3)[nH]n2)cc1
34: COc1cccc(N2CCN(C(=O)Cn3ncc4c5ccccc5n(C)c4c3=O)CC2)c1
35: CCOC(=O)C1CCN(S(=O)(=O)CCNC(=O)c2ccc3c(c2)OCO3)CC1

compound no.	31	32	33	34	35
Nrf2 ARE act	5.0%	0.1%	0.3%	-0.8%	0.1%
Mm-Cpn inhibitor	1%	-3%	0%	·	-5%
A549 viability	1%	-18%	?	1%	3%
TGFb SMAD3 inh	15%	0%	-13%	0%	-16%
S2 tox	i	·	i	i	i
Akt phos inh	i	i	i	·	i
Nrf2 block	?	-12%	?	-7%	-27%
CCT modulator	2.5	2.8	-2.1	·	2.7
HepG2 viability	-18%	-45%	-10%	7%	-2%

36: COc1ccc2[nH]c(C)c(CCN(Cc3cccs3)C(=S)Nc3ccccc3OC)c2c1
37: O=C(NC1CCCC1)c1nc2c(nnn2Cc2cccc(Cl)c2)c(=O)[nH]1
38: CCOc1ccccc1NC(=S)N1CCN(c2ccccc2)CC1
39: Oc1cccc(-c2ccc3nccn3c2)c1
40: O=C(Nc1ccc(F)cc1)c1ccccc1

compound no.	36	37	38	39	40
Nrf2 ARE act	6.1%	0.0%	0.5%	14%	1.9%
Mm-Cpn inhibitor	-20%	2%	0%	·	2%
A549 viability	-18%	-8%	14%	·	?
TGFb SMAD3 inh	?	?	-9%	?	5%
S2 tox	?	i	i	i	i
Akt phos inh	i	i	i	i	·
Nrf2 block	4%	?	-3%	·	28%
CCT modulator	-0.9	-2.4	2.1	-2.0	2.4
HepG2 viability	-36%	-11%	-22%	-38%	4%

41: Cc1ccc(-c2nnc(N)s2)cc1
42: CN(C)C(=S)NC1CCS(=O)(=O)C1 (centres undefined)
43: O=C(c1cccn(Cc2cccc(Cl)c2)c1=O)N1CCOCC1
44: COc1ccc(Nc2nc(C)c(-c3ccccc3)s2)cc1
45: Cc1cc(C)cc(N(CCC#N)C(=O)COC(=O)C2CCN(c3ccc(C(F)(F)F)cn3)CC2)c1
46: COc1cc(NC(=O)COc2ccc([N+](=O)[O-])cc2)ccc1NC(=O)c1ccco1
47: COc1ccc(-n2nnnc2SCC(=O)Nc2c(C)n[nH]c2C)cc1

compound no.	41	42	43	44	45	46	47
Nrf2 ARE act	3.4%	0.2%	-0.4%	3.0%[9.22 µM]	2.4%	-1.1%	0.1%
Mm-Cpn inhibitor	1%	-10%	1%	-4%	-3%	·	3%
A549 viability	1%	-2%	-7%	1%	-6%	·	-7%
TGFb SMAD3 inh	0%	4%	-16%	6%	-14%	-14%	-8%
S2 tox	i	i	i	i	i	i	?
Akt phos inh	i	i	i	i	i	i	i
Nrf2 block	3%	1%	0%	?	-4%	·	-4%
CCT modulator	-1.3	-2.7	-0.4	2.3	0.2	1.1	-2.7
HepG2 viability	11%	2%	-6%	5%	-13%	-1%	-15%
